CaV13 FRET inh = Primary screen for inhibitors of IQ motif and Ca2+-dependent inactivation inhibitor domain binding in CACNA1D, Förster resonance energy transfer in living cells, … | HEK cells, CFP/YFP FRET ICDI-IQ, plate reader, 10 min; percent FRET-ratio fall versus neutral wells | inhibition, % at 12.3 µM | actives 0.098% (n = 340,000);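 active means mean replicate inhibition of at least 30% and at least 1% of replicates passing that level; inconclusive means only one of the two criteria is met; inactive means neither criterion is met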;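 further: 0% = median of the neutral control wells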
Vif imaging = inhibitors of HIV Vif | HEK293T cells, Vif self-association by quenched fluorescence, imaging, 24 h | AID 602346 | inhibition, % at 7.49 µM | actives 0.35% (n = 340,000); in the data active means inhibition above about 50%, passing the limit was not always enough; inconclusive means no clear call, values can overlap the other calls; inactive means below about 31%; further: some results filed as inactive read as strong as hits
Exocytosis inh = lytic granule exocytosis inhibition; actives 0.66% (n = 360,000); inhibition, % at 10 µM; TALL-104 LAMP-1 surface exposure, flow cytometry; cells stimulated with thapsigargin and PMA;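 active means inhibition above about 55%, limit read from the data; inconclusive means no clear call, values can overlap the other calls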
PDI turbidity = blocks human protein disulfide isomerase activity. P07237. PDI insulin aggregation turbidity, A650, 90 min. inhibition, % at 10 µM. actives 0.052% (n = 350,000). AID 588391;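 active means mean inhibition across replicates of 30% or more, whatever share of single replicates reach that level; inconclusive means mean inhibition below 30% while every single replicate reaches 30%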;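 further: absorbance from insulin aggregation driven by PDI reduction with DTT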
Target sequence (P07237 whole entry, looked up): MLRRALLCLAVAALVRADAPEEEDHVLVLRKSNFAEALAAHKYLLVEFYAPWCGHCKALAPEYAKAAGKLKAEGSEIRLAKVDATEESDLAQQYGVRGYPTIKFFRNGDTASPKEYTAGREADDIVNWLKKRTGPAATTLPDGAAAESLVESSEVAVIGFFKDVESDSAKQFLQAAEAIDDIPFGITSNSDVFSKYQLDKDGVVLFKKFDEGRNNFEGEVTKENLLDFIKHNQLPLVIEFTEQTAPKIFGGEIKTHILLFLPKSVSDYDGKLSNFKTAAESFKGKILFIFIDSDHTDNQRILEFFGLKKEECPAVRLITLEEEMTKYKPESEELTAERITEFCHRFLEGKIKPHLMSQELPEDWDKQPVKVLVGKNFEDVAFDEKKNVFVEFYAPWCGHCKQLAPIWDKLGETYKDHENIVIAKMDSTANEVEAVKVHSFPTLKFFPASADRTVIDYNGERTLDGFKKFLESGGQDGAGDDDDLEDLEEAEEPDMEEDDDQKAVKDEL
MITF TRPM1 inh = inhibitors of MITF-driven TRPM1 promoter in melanoma cells; inhibition, % at 12.5 µM; actives 0.83% (n = 330,000); SK-MEL-5 TRPM1 promoter luciferase, 24 h;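 active means mean inhibition across replicates of 60% or more, whatever share of single replicates reaches that level; inconclusive means some that reach 60%, reason not given; inactive means mean inhibition across replicates below 60%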; further: values of inactives mirror those of a sister screen read the other way
NR2E3 ag-1 = human photoreceptor-specific nuclear receptor agonism. Q9Y5X4. inhibition of corepressor binding, % at 3.98 µM. CHO-S Gal4-NCOR/VP16-NR2E3 two-hybrid, luciferase. AID 602229. actives 0.35% (n = 360,000);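 active means inhibition above the mean of all tested compounds plus 3 SD, cut at about 70% in these data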;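 further: 0% = DMSO with NR2E3 transfected cells and 100% = cells lacking NR2E3 construct; higher means lower luciferase signal from less NR2E3 corepressor binding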
Target sequence (Q9Y5X4 whole entry, looked up, the tested form may be a part): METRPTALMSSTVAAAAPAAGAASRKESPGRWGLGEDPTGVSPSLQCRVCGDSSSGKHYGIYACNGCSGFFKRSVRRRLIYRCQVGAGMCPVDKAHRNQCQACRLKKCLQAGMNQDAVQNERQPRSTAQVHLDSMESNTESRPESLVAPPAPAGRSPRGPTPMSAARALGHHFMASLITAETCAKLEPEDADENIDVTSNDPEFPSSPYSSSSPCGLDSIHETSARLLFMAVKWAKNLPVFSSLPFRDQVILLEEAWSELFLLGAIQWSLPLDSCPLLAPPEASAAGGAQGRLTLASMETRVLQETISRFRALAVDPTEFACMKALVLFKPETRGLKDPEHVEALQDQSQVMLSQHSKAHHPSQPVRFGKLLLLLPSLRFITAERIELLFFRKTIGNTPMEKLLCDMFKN
aDG glyco up = alpha-DG glycosylation activation; Pro5-aDG cells, alpha-DG glycosylation AlphaScreen (IIH6); 0% Pro5, 100% B10-LARGE cell signal; activation, % at 10 µM; actives 0.22% (n = 360,000);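 active means activation of at least 8% versus controls, or a plate z-score of at least 8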;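 further: Pro5 are CHO cells carrying HIG-tagged alpha-DG that lacks glycosylation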
HIF-2a block = inhibitors of HIF-2a | inhibition, % at 18.8 µM | actives 0.72% (n = 360,000) | 786-0 RCC cells HIF-2a reporter, luciferase luminescence, overnight;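 active means inhibition of the luminescence signal of 40% or more relative to plate controls, in a single-dose primary screen at 18.75 µM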
Peg3 prom inh = inhibitors of Peg3 promoter. HeLa PEG-Prom luciferase reporter, luminescence, overnight. inhibition, % at 20 µM. actives 1.7% (n = 360,000). AID 588405;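 active means inhibition of at least 50% at 20 µM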
NR2E3 ag-2 = activates human photoreceptor nuclear receptor NR2E3; Q9Y5X4; GST-NR2E3/biotin-RetCOR TR-FRET, 1536-well; inhibition of corepressor binding, % at 4.78 µM; actives 0.12% (n = 320,000); AID 2300;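 active means percent inhibition above the cutoff of mean plus 3 SD of all tested compounds, set per screening campaign, cut at about 20% in these data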;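 further: 0% = DMSO wells and 100% = biotin wells as full block of FRET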
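Material: NR2E3–RetCOR corepressor complex / Amount: 1.35 nM GST-NR2E3 / Medium: Tris pH 7.5 / Compound: single nominal compound dose of 4.8 µM / Incubation: 5 h at 4 °C / Technique: TR-FRET, Eu(K)-anti-GST donor, streptavidin-D2 acceptor, ex 340, em 617/671 nm / Read-out basis: percent loss of FRET ratio relative to control wells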
iPSC survival up = enhancers of human iPSC single-cell survival. hiPSC single-cell survival, ATPlite luminescence; 100% = ROCK inhibitor wells, 0% = DMSO. survival enhancement, % at 20 µM. actives 0.044% (n = 360,000). AID 602274; in the data active means survival enhancement above about 18%;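 further: cells exposed to compounds for 16 hours before the ATP read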
* = called active by the depositor; ? = inconclusive; . = not tested or not shown.

mol | CaV13 FRET inh | Vif imaging | Exocytosis inh | PDI turbidity | MITF TRPM1 inh | NR2E3 ag-1 | aDG glyco up | HIF-2a block | Peg3 prom inh | NR2E3 ag-2 | iPSC survival up
Cn1c(=O)c2ccccc2n2c(CCl)nnc12 | -3 | 33 | -7 | 7 | 7 | -16 | 0.0 | 5 | 11 | 2 | 0.3
CCC(=O)Nc1ccc(C(=O)OCc2ccccc2)cc1 | 2 | -4 | -6 | 3 | -62 | -80 | 0.0 | -192 | -149 | 5 | -0.2
COc1cccc(C(=O)/C=C/c2ccc(N3CCCCC3)c([N+](=O)[O-])c2)c1 | -7 | -5 | 0 | 2 | 11 | -11 | 0.4 | -48 | 66* | 0 | -1.5
CC(CCC(=O)O)C1CC[C@@]2(C)C3C(=O)CC4C(C)(C)C(O)CC[C@]4(C)C3C(=O)C[C@]12C (some centres not stated) | -3 | ? | -4 | -2 | 14 | -4 | -0.1 | 8 | 16 | -1 | 0.0
Cc1cc(SCC(=O)N(CC(C)C)c2c(N)n(CC(C)C)c(=O)[nH]c2=O)nc2ccccc12 | -6 | 1 | 4 | -8 | -2 | -1 | 0.0 | 15 | -15 | 2 | 0.3
Cc1ccc(NC(=O)COC(=O)c2ccc(Cl)cc2)cc1S(=O)(=O)N(C)C | -4 | 10 | -3 | -1 | 0 | -23 | 0.3 | 2 | 8 | -2 | -0.8
O=C(OCc1nc2ccccc2s1)c1ccccc1O | -2 | 8 | -3 | -6 | -78 | -41 | 0.0 | -78 | -254 | -1 | -0.2
CCC(C(=O)NC(C)(C)C)N(Cc1ccco1)C(=O)CNS(=O)(=O)c1ccc(OC)cc1 (configuration not stated) | -2 | 9 | 9 | 2 | 4 | -47 | -0.1 | 3 | 11 | 0 | -0.6
Cc1ccc(S(=O)(=O)NCC(=O)Nc2cccc([N+](=O)[O-])c2)cc1 | -7 | -3 | -1 | -2 | 8 | 4 | 0.0 | 17 | 19 | 1 | 3.4
CSCCC(NS(=O)(=O)/C=C/c1ccccc1)C(=O)O (configuration not stated) | -2 | 9 | -12 | -3 | 6 | 4 | -0.2 | 7 | 3 | 3 | 0.6
c1ccc2c(c1)OCCOCCOc1ccccc1OCCOCCO2 | -2 | -3 | 5 | 3 | 11 | 0 | 0.9 | 19 | 5 | 2 | 0.3
O=C(CSCc1cccc(Cl)c1)NCc1ccc2c(c1)OCO2 | -5 | 0 | 2 | 2 | 18 | -9 | 0.3 | -14 | 0 | 4 | -2.5
CN1CCC/C1=C1/C(=O)N(c2ccccc2)N=C1NC(=O)Nc1cccc(Cl)c1 | -6 | 8 | -3 | 1 | 17 | 14 | -0.1 | -5 | 25 | 4 | -1.5
Cc1ccc(S(=O)(=O)N2CC(=NN=C(N)N)C2)cc1 | -3 | -4 | -26 | -4 | 13 | -8 | 0.0 | 7 | -15 | 1 | -0.5
c1ccc(CCNc2ncnc3scc(C4COc5ccccc5O4)c23)cc1 (configuration not stated) | -6 | 0 | 5 | -1 | -11 | 14 | 0.6 | 32 | 29 | 2 | 8.2
CCN(CC)C(=O)C(=O)N/N=C/c1ccc(C(=O)OC)cc1 | -3 | 7 | 0 | -1 | 1 | 4 | 0.0 | 8 | 0 | 1 | 0.6

Next part, overlapping the part above by two compounds.
mol | CaV13 FRET inh | Vif imaging | Exocytosis inh | PDI turbidity | MITF TRPM1 inh | NR2E3 ag-1 | aDG glyco up | HIF-2a block | Peg3 prom inh | NR2E3 ag-2 | iPSC survival up
c1ccc(CCNc2ncnc3scc(C4COc5ccccc5O4)c23)cc1 (configuration not stated) | -6 | 0 | 5 | -1 | -11 | 14 | 0.6 | 32 | 29 | 2 | 8.2
CCN(CC)C(=O)C(=O)N/N=C/c1ccc(C(=O)OC)cc1 | -3 | 7 | 0 | -1 | 1 | 4 | 0.0 | 8 | 0 | 1 | 0.6
COc1ccc(C2CC(O)(c3ccccc3)Oc3cc(OC)c(OC)c(OC)c32)cc1 (configuration not stated) | -5 | -4 | 4 | 12 | -13 | 4 | 0.0 | -12 | 18 | 2 | 2.2
O=C(O)CCCCCNC(=O)/C=C/c1ccco1 | 11 | 4 | -7 | -7 | 3 | -5 | 0.5 | 16 | 5 | 1 | -1.3
CCOC(=O)c1ccccc1NC(=O)COC(=O)CSCC(=O)Nc1cc(C)on1 | -14 | 14 | -2 | 8 | -5 | -21 | -0.2 | 1 | 12 | 1 | 0.3
c1ccc2c3c([nH]c2c1)C1(CCCCC1)NCC3 | . | 35 | 10 | . | . | -3 | -0.1 | 29 | -6 | 3 | -0.9
O=C(O)c1ccc(Cn2cc(C(F)(F)F)ccc2=O)cc1 | 3 | -16 | 24 | 5 | 14 | -12 | 0.3 | 3 | 4 | 0 | 1.2
COc1ccc(CCNC(=O)Cn2nc(C(=O)O)c3ccccc3c2=O)cc1OC | 12 | -6 | -6 | -2 | 10 | 16 | 0.1 | 20 | 11 | 0 | 5.7
Cn1c(N)c(C(=O)CSc2nnc(NC3CCCCC3)s2)c(=O)n(C)c1=O | -5 | -5 | 6 | 1 | 3 | -13 | 0.1 | 3 | 2 | . | -0.5
OC1COC(OCC2OC(OCc3ccccc3)C(O)C(O)C2O)C(O)C1O (configuration not stated) | . | -6 | -7 | . | 4 | -15 | -0.1 | 8 | 6 | 0 | -2.5
O=C(NCc1ccc2c(c1)OCO2)c1ccc2c(c1)C(=O)N(Cc1cccnc1)C2=O | -6 | -1 | 0 | 2 | 8 | -15 | -0.3 | 12 | -4 | 3 | -1.4
C/C=C/C(=O)Nc1ccccc1Br | -9 | 8 | -3 | 7 | -1 | 2 | -0.1 | -12 | 4 | 4 | 0.6
Cc1ccc(S(=O)(=O)N2CCN(S(=O)(=O)N3CCCCC3)CC2)c(C)c1 | -8 | -3 | -2 | -4 | 11 | -11 | 0.6 | 9 | 23 | -1 | 1.7
COc1ccccc1C(=O)NCCn1cc(SCC(=O)NCC2CCCO2)c2ccccc21 (configuration not stated) | -3 | -4 | -4 | -16 | -2 | -21 | -0.1 | 11 | 8 | 3 | -0.3
CCN(CC(=O)NCc1cccs1)C(=O)c1ccc(S(=O)(=O)Nc2ccccc2C)cc1 | -2 | 2 | -3 | -4 | 13 | -16 | 0.4 | 11 | -3 | 0 | 0.3
Cc1nc(/C(N)=N/OC(=O)c2cccc(Cl)c2)c(C(F)(F)F)o1 | -4 | 2 | 1 | 8 | -2 | 9 | -0.1 | 13 | -3 | 4 | -0.2
O=C1OC(Nc2ccc3c(c2)OCO3)c2ccccc21 (configuration not stated) | . | 12 | 1 | -9 | 29 | 9 | 0.8 | 2 | 34 | -2 | 0.8
Cc1ccc2[nH]c3c(=O)n(CCCN4CCOCC4)cnc3c2c1 | -5 | 3 | 3 | 2 | 11 | 6 | 0.0 | -15 | -2 | 4 | -1.9
CCOc1ccc(N2C=Nc3ccc(OCC)cc3C2)cc1 | -7 | 5 | 10 | 10 | -18 | -24 | 0.2 | -54 | -57 | 1 | -0.6
Cc1ccc(S(=O)(=O)N(Cc2ccccc2)c2ccccc2C(=O)N2CCCCC2)cc1 | -7 | -30 | -8 | 4 | 2 | -13 | 0.0 | 16 | 35 | 0 | 0.9
CC(C)CCOc1ccc(-c2c(=O)n(OCc3ccc([N+](=O)[O-])cc3)c3ccccc3[n+]2[O-])cc1 | -6 | . | -1 | -3 | -41 | -37 | -0.1 | -65 | -15 | -1 | -1.3
Cc1nc(C(=O)Nc2cccc(Cl)c2Cl)nn1-c1cc(OC(C)C)c(Cl)cc1Cl | -6 | -4 | 0 | ? | 12 | -1 | -0.1 | 16 | 6 | 2 | -0.8
COc1cc(/C=C(\C#N)C(=O)N2CCc3ccccc32)ccc1O | -1 | -3 | 0 | 4 | 10 | -12 | 0.1 | -1 | 12 | -5 | -0.4
O=C(Nc1ccccc1C(=O)NC1CCCCC1)c1ccccc1 | -6 | -4 | 1 | -7 | 0 | -5 | 0.2 | 9 | 15 | -1 | 1.4
Cc1cccc(NC(=O)c2cnc3scc(C)n3c2=O)c1 | -7 | 29 | -5 | -5 | . | -63 | -0.1 | -207 | -279 | 7 | 2.0
COc1ccccc1C1CCCN1Cc1nc(-c2ccc(C)s2)oc1C (configuration not stated) | -6 | . | 1 | 6 | 4 | -48 | 0.2 | -9 | 22 | -2 | -0.6
Cc1cc(NC(=O)C(C)Sc2nc(-c3cccs3)nc3ccccc23)no1 (configuration not stated) | -7 | 1 | -7 | -2 | 11 | -14 | 0.4 | -17 | -1 | . | 0.5
O=C(Cn1cnc2ccccc2c1=O)N1CCN(c2ccc(F)cc2)CC1 | -5 | 2 | -2 | 17 | 10 | -43 | 0.2 | 11 | 17 | -1 | 2.6
Cc1ccc2c(Cl)c(C(=O)Nc3nn[nH]n3)sc2c1 | -4 | -1 | -1 | 3 | -4 | -25 | 0.1 | -13 | -6 | 4 | 1.1
Cc1ccc([C@@H]2C[C@H]3CN(Cc4cccc(Cl)c4)C(=O)[C@]34CCCN24)o1 | -5 | -4 | -5 | 6 | -9 | -6 | 0.1 | 11 | 10 | 1 | 0.1
Cc1ccc(N2CC(C(=O)N3CCOCC3)CC2=O)cc1C (configuration not stated) | -3 | 6 | -5 | 8 | 9 | -26 | 0.0 | 2 | 0 | 1 | -0.2
O=c1ccc(=O)n(CCc2ccccn2)[nH]1 | -5 | -1 | 0 | -4 | 6 | -30 | 0.1 | 4 | 5 | . | 5.9
COc1ccc(CCn2nnc(-c3ccc(NC(C)=O)c(Cl)c3)n2)cc1 | -8 | 1 | 4 | -5 | 13 | 12 | 0.0 | 28 | 25 | 0 | -2.2
Cn1c(SSc2ccc(-c3cccnc3)n2C)ccc1-c1cccnc1 | -3 | -4 | 5 | 1 | 37 | -23 | 0.5 | 34 | 6 | . | -1.1
Oc1c(Br)cc(Br)c(/C=N/n2c(-c3ccccc3)n[nH]c2=S)c1Br | -4 | -8 | 0 | 8 | 13 | -24 | -0.2 | 21 | 23 | 3 | -0.1
Cc1cc(NC(=O)Nc2ccccc2[N+](=O)[O-])no1 | -5 | -3 | 6 | 1 | -8 | -37 | -0.2 | -86 | -52 | 0 | 2.3
O=C(O)C(c1ccccc1)N1C(=O)/C(=C\c2ccc(-c3cccc(Cl)c3)o2)SC1=S (configuration not stated) | -27 | -24 | -28 | 15 | -20 | -9 | 0.0 | 11 | 14 | -2 | 0.2

Rows are unselected. About 3.5% of those tested had a hit in this group.
